Screening data: PubChem BioAssay, several laboratories
FAK blocker: blocks human focal adhesion kinase activity; biochemical FAK kinase activity assay; 0.84% of 97,000 active; inhibition, %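 (tested at 7 µM)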; AID 727; in the data active means inhibition above about 19%;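 further: 0% = DMSO and 100% = reference compound high control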
Mac1 fbg enh: increases human CD11b/CD18 adhesion to fibrinogen; K562 CD11b/CD18 adhesion to fibrinogen, ATPlite luminescence; activation, % at 10 µM; 0.07% of 93,000 active; AID 1499; P05107+P11215;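 active means 10 µM primary screen giving 50% or more activity, confirmed by 40% or more on retest at that dose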; further: strong numbers were not always called active; reference of the scale not given here
ERb SRC1 inh: blocks coactivator binding to human estrogen receptor beta; Q92731; TR-FRET ER-beta LBD / SRC1-Cy5 peptide binding; receptor agonist-loaded with 1 µM estradiol; 1.3% of 86,000 active; AID 633; inhibition, % at 25.6 µM;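 active means compounds whose percent inhibition of the receptor-coactivator binding signal exceeds about 50% in the single-dose screen, limit read from the data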;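 further: 0% = receptor plus peptide wells without compound and 100% = peptide-only wells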
MT1-MMP txn act: activates MT1-MMP transcription | HT1080 MT1-MMP promoter luciferase reporter, luminescence, overnight; hits give high values | activation factor at 10 µM | 0.16% of 86,000 active;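 active means activation factor of at least 2 for MT1-MMP transcription at 10 µM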
CD11b adhes inh: inhibitors of human CD11b/CD18 binding to fibrinogen; AID 1497; 0.54% of 93,000 active; P05107+P11215; K562 CD11b/CD18 adhesion to fibrinogen, ATPlite luminescence; Mn2+ added to activate the integrin; inhibition, % at 10 µM;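 active means primary inhibition of 50% or more at 10 µM, then 40% or more on retest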; further: some results filed as inactive read as strong as hits
PLAP activator: human PLAP activation | activation fold at 20 µM | purified PLAP enzyme, luminescent substrate read-out; hits give high values | P05187 | 1.2% of 96,000 active | AID 696; in the data active means activation fold above about 2
ERa SRC1 pot: ER-alpha (human) coactivator binding potentiation | P03372 | TR-FRET ERalpha-LBD/SRC-Cy5 coactivator binding, 2 h; 100 = basal binding, no effect | coactivator binding (% of control), % at 25.6 µM | 1.3% of 86,000 active | AID 639; in the data active means activity above about 200%;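 further: binding measured in presence of low estradiol as agonist stimulus; 0% = peptide alone without receptor and 100% = receptor with peptide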
Target sequence (P03372 whole entry, looked up, the tested form may be a part): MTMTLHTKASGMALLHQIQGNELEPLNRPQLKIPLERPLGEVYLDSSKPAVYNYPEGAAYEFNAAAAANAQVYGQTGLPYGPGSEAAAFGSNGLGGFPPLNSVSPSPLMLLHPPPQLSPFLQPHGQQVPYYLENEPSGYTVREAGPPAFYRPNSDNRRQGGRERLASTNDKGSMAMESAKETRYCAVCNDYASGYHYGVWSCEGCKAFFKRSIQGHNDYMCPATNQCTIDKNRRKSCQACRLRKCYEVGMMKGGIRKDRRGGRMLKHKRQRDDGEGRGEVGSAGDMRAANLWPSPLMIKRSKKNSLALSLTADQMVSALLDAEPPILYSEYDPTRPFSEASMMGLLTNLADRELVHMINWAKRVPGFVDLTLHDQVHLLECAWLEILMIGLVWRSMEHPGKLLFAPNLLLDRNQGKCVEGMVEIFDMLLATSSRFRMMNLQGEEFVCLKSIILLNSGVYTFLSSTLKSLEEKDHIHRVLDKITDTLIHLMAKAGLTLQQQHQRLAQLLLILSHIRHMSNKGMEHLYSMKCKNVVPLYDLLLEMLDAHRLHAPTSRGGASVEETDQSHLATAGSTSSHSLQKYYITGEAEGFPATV
ERa SRC1 inh: ER-alpha (human) coactivator binding inhibition; P03372; TR-FRET ER-alpha LBD / SRC-1 peptide, estradiol-bound; inhibition, % at 25.6 µM; 1.7% of 86,000 active; in the data active means inhibition above about 50%;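 further: 0% = receptor plus peptide control and 100% = peptide only without receptor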
Ecoli WT expand: growth inhibitors of E. coli BW25113 wild type; OD600 absorbance; growth inhibition, % at 100 µM; 0.15% of 98,000 active; AID 710;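 active means growth inhibition above about 50% at one test dose, limit read from the data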;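 further: growth measured after 20 h incubation at 37 °C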
Starred values were filed as active, the others as inactive; . = no result given; [ ] = dose if it differs, or a comment.

SMILES	FAK blocker	Mac1 fbg enh	ERb SRC1 inh	MT1-MMP txn act	CD11b adhes inh	PLAP activator	ERa SRC1 pot	ERa SRC1 inh	Ecoli WT expand
CCOC(=O)c1c(-c2ccc(Cl)cc2)c(C#N)c(=O)n(N)c1N	-7	1	.	.	-9	1	.	.	-8
COc1ccc(CNn2c(-c3cccc(C)c3)nc3ccccc3c2=O)cc1OC	1	-4	-36	1.2	6	0.9	107	-5	-8
O=C(Nc1cccnc1)c1ccc(Br)s1	3	2	-4	0.9	6	1	126	-7	16
COc1ccccc1-c1nc(SCc2ccccn2)n[nH]1	.	2	5	1.9	5	1.8	87	20	.
O=C(CCNS(=O)(=O)c1cccs1)NCc1cccs1	1	.	-8	1.2	.	1	107	-7	7
CCc1nnc(NC(=O)CSc2nnc(-c3cccnc3)n2CCc2ccccc2)s1	-3	1	9	1.1	-11	1.5	85[fluorescence artefact?]	10	0
O=C(O)c1nn(-c2ccccc2)nc1-c1nn(-c2ccccc2)nc1C(=O)O	-9	0	2	1	26	1.1	102	-4	6
Cc1ccccc1-n1c(=O)cc(N2CCN(Cc3ccccc3)CC2)[nH]c1=O	.	-3	0	1.1	-20	1.3	112	-1	1
O=C(CSc1nc(Cc2ccccc2)nc2ccccc12)Nc1ccc2c(c1)OCCO2	-1	0	.	.	3	0.9	.	.	-8
O=C(CCn1nc(-c2ccc(Cl)cc2)ccc1=O)N1CCOCC1	-6	.	3	1	.	1	108	0	2
CC(=O)N1CCc2c(sc(NC(=O)C3CC3)c2-c2nc3ccccc3s2)C1	.	-1	40[fluorescence artefact?]	1	28	1.4	195	17	0
O=C(COC(=O)C1CC(=O)N(Cc2ccccc2)C1)Nc1ccc2c(c1)OCO2 (stereo unspecified)	0	2	3	1.1	-12	0.8	113	0	1
O=C(NCCN=C1NS(=O)(=O)c2ccccc21)c1ccc(S(=O)(=O)N2CCOCC2)cc1	-1	-1	-17[fluorescence artefact?]	1	.	1.2	106	-22	1
O=C(Cn1nc(-c2ccccc2F)ccc1=O)NCc1ccc2c(c1)OCO2	0	-3	-7	1.2	-7	0.8	101	-12	-11
COc1ccc(N2CCN(C(=O)c3ccc(NS(=O)(=O)c4ccc(F)c(F)c4)cc3)CC2)cc1	4	0	-1	1	19	1.8	109	-8	-5
COc1cc(NC(=O)c2ccccc2)cc(OC)c1	.	2	-2	1.3	-4	1.1	93[fluorescence artefact?]	0	.
CCN1C(=O)c2ccc(C(=O)Nc3nccs3)cc2C1=O	-1	-2	-2	1.2	-5	0.8	109	11	6
CC(=O)Nc1ccc(OC/C=C(\C)Cl)cc1	-4	-2	5	1.2	-7	0.9	97	0	9
COc1ccc(CN2C(=O)C3C4C=CC(C4)C3C2=O)cc1 (stereo unspecified)	-4	2	1	0.9	20	1	117	-6	-4
CN(C)c1ccc(/C=C/c2nc3ccccc3s2)cc1	-3	-8	.	.	24	1	.	.	-13
Cc1ccc(NC(=O)CN2C(=O)NC3(CCC(C)CC3)C2=O)c(Cl)c1 (stereo unspecified)	2	-6	9	1.2	12	0.9	143	-2	-7
CC1(C)CC(=O)C=C(NCC(=O)O)C1	4	-4	-3	1.1	0	0.9	91[fluorescence artefact?]	-3[fluorescence artefact?]	0
COC(=O)/C(C(C)=O)=C(/C=C/C=C/N(C)C)N(C)C	1	5	7	1.1	1	1.1	66	-2	-4
CN(CC(CC(=O)Nc1nncs1)c1ccccc1)S(=O)(=O)c1ccc(Br)cc1 (stereo unspecified)	3	-3	42[fluorescence artefact?]	.	-10	1.4	69	22	-13
C(=C\c1ccccc1)/CN1CCN(c2ncnc3c2oc2ccccc23)CC1	-2	-10	-9	1	99	1.5	96	-7	-6
COc1cc(S(=O)(=O)N2CCN(c3ccc(F)cc3)CC2)ccc1Cl	2	-1	.	.	-7	1	.	.	5
COc1cc2c(cc1NC(=O)c1cccnc1)oc1ccccc12	0	2	-5	1.7	-19	0.8	94	1	-20
O=c1c2ccccc2nc(SCc2cc(F)ccc2F)n1C1CCCC1	4	-2	.	.	-5	1	.	.	-14
Cc1ccc(NC2CC(=O)N(c3ccc(C)cc3)C2=O)cc1 (stereo unspecified)	0	-4	4	1.3	2	1	100	-3	-5
O=C(Nc1cccc(-c2cnc3ccccc3n2)c1)c1ccco1	5	14	-14	1	-2	1.1	107	-21[fluorescence artefact?]	1
O=C(NCc1ccco1)c1sc2cccc(F)c2c1Cl	2	-1	-16	1.4	10	1.5	153	-11	-7
Cc1c(C(=O)Nc2c(C)n(C)n(-c3ccccc3)c2=O)oc2ccccc12	-2	-3	-9	1.1	-7	1.1	112	-20	2
CC(C)(C)Nc1nc(OCC(F)(F)F)nc(OCC(F)(F)F)n1	2	.	-5	1.2	.	1.1	100[fluorescence artefact?]	-10	0
CCOCCCNC(=O)c1c[nH]c2cc(C)ccc2c1=O	.	-2	-7	0.9	3	1	119[fluorescence artefact?]	-5	5
Cc1cccc(-n2nnnc2SCC(=O)NCCN2C(=O)CSC2=O)c1	-2	-1	-8	1.2	-16	1.2	118	-9	1
Cc1nn2c3ccccc3nc2c2ccccc12	2	-4	-6	1.4	1	1.3	95	-5	-6
CCOc1ccc(NS(=O)(=O)c2ccc(OC)c(C)c2)cc1	-1	-1	-1[fluorescence artefact?]	0.9	-26	0.8	114	-7[fluorescence artefact?]	1
CC1(C)CC2CC(C)(CN2c2ncnc3ccccc23)C1 (stereo unspecified)	1	-6	-6	1	62	0.9	105	-4	9
CCOC(=O)C(NC(C)=O)(Nc1cccc(F)c1)C(F)(F)F (stereo unspecified)	-6	-3	4	1	-17	0.9	120	-9	-5
CS(=O)(=O)N(CC(=O)Nc1ccc2c(c1)OCCO2)c1ccc2c(c1)OCO2	-3	7	3	1	-33	1.1	81	-2	-1

Compounds listed so far with an NH in an aromatic ring, in the order listed:
SMILES	FAK blocker	Mac1 fbg enh	ERb SRC1 inh	MT1-MMP txn act	CD11b adhes inh	PLAP activator	ERa SRC1 pot	ERa SRC1 inh	Ecoli WT expand
COc1ccccc1-c1nc(SCc2ccccn2)n[nH]1	.	2	5	1.9	5	1.8	87	20	.
Cc1ccccc1-n1c(=O)cc(N2CCN(Cc3ccccc3)CC2)[nH]c1=O	.	-3	0	1.1	-20	1.3	112	-1	1
CCOCCCNC(=O)c1c[nH]c2cc(C)ccc2c1=O	.	-2	-7	0.9	3	1	119[fluorescence artefact?]	-5	5

(next part)
SMILES	FAK blocker	Mac1 fbg enh	ERb SRC1 inh	MT1-MMP txn act	CD11b adhes inh	PLAP activator	ERa SRC1 pot	ERa SRC1 inh	Ecoli WT expand
Cc1cc(C(=O)CCC(=O)N2CCN(S(=O)(=O)c3cccs3)CC2)c(C)s1	0	-2	-9	1.1	-18	1.4	111[fluorescence artefact?]	-5	2
COc1ccc(-c2c(C#N)c(SCc3c(C)noc3C)nc3c2C(=O)CC(C)(C)C3)cc1	-1	0	.	.	-5	1.1	.	.	-9
COCCN(CCOC)c1nc(S(=O)(=O)c2ccc(C)cc2)c(Cl)s1	0	2	24	1.3	-4	1.7	91	-12	4
COc1cccc(C(=O)N2CCN(C(=O)c3cccc4ccccc34)CC2)c1OC	-1	-2	-1	1.1	2	1.6	108	-1	7
CCOc1cc(NC(=S)NCC(C)C)c(OCC)cc1NC(=O)c1cccs1	0	-1	.	.	-38	0.9	.	.	-7
COc1ccc(Nc2nc(-c3cccs3)cs2)c(OC)c1	1	-6	3[fluorescence artefact?]	1.6	-2	1.1	106	3	-11
O=C(Oc1ccccc1-c1nnco1)c1ccc(Cl)cc1	-2	-8	8	.	-13	0.9	104	2	3
CCC(C)(C(=O)NC1CCCCC1)N(Cc1ccco1)C(=O)CC1NC(=O)NC1=O (stereo unspecified)	.	-1	6[fluorescence artefact?]	1	-6	1.4	122	7[fluorescence artefact?]	3
CC(=O)NC(c1ccc(F)cc1)c1cccnc1 (stereo unspecified)	-2	.	-7	1.2	.	.	102	-15	.
CC1CCN(c2ccc(NC(=S)NC(=O)c3ccc(-c4cccc([N+](=O)[O-])c4)o3)cc2)CC1	0	2	-1	1.1	10	0.9	78	18	-6
Cc1ccc(C(CC(=O)N2CCCC2)c2ccccc2)c(O)c1C (stereo unspecified)	3	2	6	1	-24	1.2	107	-19	-3
CN(C)S(=O)(=O)Nc1ccccc1C(N)=O	1	0	0	1.1	-32	0.8	101	0	2
CC(C)CC(=O)N1CCC(O)(CS(=O)(=O)Cc2ccccc2Cl)CC1	-1	-2	.	.	-32	1.4	.	.	2
CCn1nc(C)c(/C=C2\CCCC3=C2OC(N)=C(C#N)C3c2c(C)nn(CC)c2C)c1C (stereo unspecified)	-2	-2	-17	1	1	1.3	125	3	10
Cc1nccn1-c1c2c(c(C#N)c3nc4ccccc4n13)CCCC2	.	.	25[fluorescence artefact?]	1.2	.	.	96	13	.
Cc1ccc2c(c1)c1c3n2CCN(C(=O)C2CC2)C3CCC1 (stereo unspecified)	4	3	-1	1	5	1.4	98	2	5
Cc1nnc(SCC(C)C)[nH]c1=O	2	-1	3[fluorescence artefact?]	1.2	2	0.9	82	1[fluorescence artefact?]	-9
CCOC(=O)CSc1nc2cc(OC)ccc2cc1C#N	1	-1	38[fluorescence artefact?]	1.5	5	0.9	347*[fluorescence artefact?]	13[fluorescence artefact?]	-2

Grouped by structure, the compounds so far containing an aryl methoxy group.
SMILES	FAK blocker	Mac1 fbg enh	ERb SRC1 inh	MT1-MMP txn act	CD11b adhes inh	PLAP activator	ERa SRC1 pot	ERa SRC1 inh	Ecoli WT expand
COc1ccc(CNn2c(-c3cccc(C)c3)nc3ccccc3c2=O)cc1OC	1	-4	-36	1.2	6	0.9	107	-5	-8
COc1ccccc1-c1nc(SCc2ccccn2)n[nH]1	.	2	5	1.9	5	1.8	87	20	.
COc1ccc(N2CCN(C(=O)c3ccc(NS(=O)(=O)c4ccc(F)c(F)c4)cc3)CC2)cc1	4	0	-1	1	19	1.8	109	-8	-5
COc1cc(NC(=O)c2ccccc2)cc(OC)c1	.	2	-2	1.3	-4	1.1	93[fluorescence artefact?]	0	.
COc1ccc(CN2C(=O)C3C4C=CC(C4)C3C2=O)cc1 (stereo unspecified)	-4	2	1	0.9	20	1	117	-6	-4
COc1cc(S(=O)(=O)N2CCN(c3ccc(F)cc3)CC2)ccc1Cl	2	-1	.	.	-7	1	.	.	5
COc1cc2c(cc1NC(=O)c1cccnc1)oc1ccccc12	0	2	-5	1.7	-19	0.8	94	1	-20
CCOc1ccc(NS(=O)(=O)c2ccc(OC)c(C)c2)cc1	-1	-1	-1[fluorescence artefact?]	0.9	-26	0.8	114	-7[fluorescence artefact?]	1
COc1ccc(-c2c(C#N)c(SCc3c(C)noc3C)nc3c2C(=O)CC(C)(C)C3)cc1	-1	0	.	.	-5	1.1	.	.	-9
COc1cccc(C(=O)N2CCN(C(=O)c3cccc4ccccc34)CC2)c1OC	-1	-2	-1	1.1	2	1.6	108	-1	7
COc1ccc(Nc2nc(-c3cccs3)cs2)c(OC)c1	1	-6	3[fluorescence artefact?]	1.6	-2	1.1	106	3	-11
CCOC(=O)CSc1nc2cc(OC)ccc2cc1C#N	1	-1	38[fluorescence artefact?]	1.5	5	0.9	347*[fluorescence artefact?]	13[fluorescence artefact?]	-2
